Screens as filed in PubChem BioAssay.
aGlu spleen mod = lysosomal alpha-glucosidase (human) modulation; P10253; human spleen homogenate, 4-MU-alpha-glucoside fluorescence; Potency, µM (titrated, usually from 79.9 µM), inactives show at the highest dose activity change, negative = inhibition, hits mostly inhibitors; actives 0.006% (n = 240,000);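 also: potency is read from the fitted curve at half-maximal effect; 0% = enzyme with vehicle and -100% = no enzyme basal signal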
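Enzyme source: human spleen homogenate, 1 ug/well. Buffer 50 mM citric acid/K phosphate pH 5.0, 0.01% Tween-20. 4-MU-alpha-glucoside 1 mM; 37 C x 40 min; NaOH/glycine stop; fluorescence.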
GAA glycogen = alters human alpha-glucosidase cleavage of glycogen | Potency, µM (highest dose often 76.4 µM), for inactives: at the highest dose activity change, negative = inhibition, hits mostly inhibitors | recombinant GAA, glycogen substrate, Amplex Red glucose oxidase fluorescence | actives 0.38% (n = 300,000);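 also: potency is read from the fitted curve at half-maximal effect; 0% = full enzyme reaction and -100% = no-enzyme basal signal; the screen sought inhibitors and activators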
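qHTS, 1536-well; enzyme 4 nM final; cpd up to 77 uM; substrate bovine liver glycogen 30 ug; 50 mM citrate/phosphate pH 5.0, 0.01% Tween-20; 37 C, 40 min; Amplex Red detection 45 min RT; Hill fit → AC50.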
CBFb RUNX1 block = inhibitors of human CBF-beta and RUNX1 interaction; Q01196+Q13951; AlphaScreen CBFb-His/RUNX1-biotin binding, biochemical; Potency, µM (series often up to 59.8 µM), for the others: at the top dose activity, negative = inhibition, usual class: inhibitors; 230,000 tested, under 10 active; also: % of control where 0% means no effect
Target sequence (Q01196 whole entry, looked up): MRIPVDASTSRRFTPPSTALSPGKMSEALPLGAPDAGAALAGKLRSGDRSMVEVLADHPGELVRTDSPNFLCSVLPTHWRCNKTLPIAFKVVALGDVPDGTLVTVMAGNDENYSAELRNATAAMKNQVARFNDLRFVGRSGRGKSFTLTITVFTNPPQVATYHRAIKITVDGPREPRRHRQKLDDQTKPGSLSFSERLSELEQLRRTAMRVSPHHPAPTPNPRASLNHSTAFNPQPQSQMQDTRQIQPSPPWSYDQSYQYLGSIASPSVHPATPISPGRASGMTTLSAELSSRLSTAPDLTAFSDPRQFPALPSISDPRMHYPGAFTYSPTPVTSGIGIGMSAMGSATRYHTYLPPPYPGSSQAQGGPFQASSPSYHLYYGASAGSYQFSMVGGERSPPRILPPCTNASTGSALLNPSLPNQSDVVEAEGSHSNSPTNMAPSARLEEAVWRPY
Target sequence (Q13951 whole entry, looked up): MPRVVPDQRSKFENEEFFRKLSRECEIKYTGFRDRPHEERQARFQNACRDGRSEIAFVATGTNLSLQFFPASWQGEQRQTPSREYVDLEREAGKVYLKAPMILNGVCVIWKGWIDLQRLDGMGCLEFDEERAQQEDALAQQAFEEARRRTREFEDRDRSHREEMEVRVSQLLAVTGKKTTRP
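Proteins preincubated together for 20 min at RT before compound addition; 15 min later, nickel and streptavidin beads were added and left 90 min prior to AlphaScreen measurement.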
HTT cytoprotect = cytoprotection in Huntington HTT-Q103 PC12 cell model; Potency, µM (top dose mostly 56.4 µM), inactives show cytoprotection (ATP increase), hits mostly activators; PC12 HTT-Q103 induced, cytoprotection, ATP luminescence, 40 h; actives 0.14% (n = 230,000);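 also: potency is read from the fitted curve at half-maximal effect; % of control where 0% means no effect; nearly all actives have a fitted effect of over 45% in size; toxic huntingtin expression switched on by the ecdysone agonist tebufenozide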
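Huntington model: PC12 line, ecdysone-inducible HTTQ103 exon1–GFP, tebufenozide 100 nM. Test articles in a dose series. Endpoint luminescence from cellular ATP.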
HttQ103 aggreg = inhibitors of mutant huntingtin aggregate formation in PC12 cells; PC12 HttQ103-GFP aggregates, Acumen cytometry, 40 h; Potency, µM (titrated, usually from 46.1 µM), without a hit: at the top dose activity change, negative = inhibition, most hits filed as inhibitors; actives 1.1% (n = 220,000); AID 1688; also: potency is read from the fitted curve at half-maximal effect; % is scaled to controls: 0 for no effect and ±100 for the full control effect; nearly all actives have a fitted effect of over 60% in size
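Quantitative HTS on tebufenozide-induced (100 nM) PC12 cells stably expressing polyQ103 Huntingtin exon 1–GFP. Reduction of bright GFP aggregates, detected by laser scanning cytometry after lysis, identified actives across the titration.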
LMNA splice mod = changes lamin A minigene splicing in HeLa cells; Potency, µM (titrated, usually from 46.1 µM), for the others: at the top dose ratio change, negative = inhibition, hits mostly inhibitors; actives 0.01% (n = 200,000); HeLa LMNA splicing GFP/RFP minigene ratio, 48 h; active = well fitted inhibition curve with a large enough effect in the signal ratio, with a control signal flat, not every such curve was filed as active; inconclusive = small, poorly fitted or top-dose-only effect, or effect the other way, or a change in a side signal; the % refers to the signal ratio; also: potency is read from the fitted curve at half-maximal effect; % is scaled to controls: 0 for no effect and ±100 for the full control effect
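Read-out is the ratio of GFP to DsRed2 object intensity, acquired by 488 nm laser-scanning cytometry on HeLa lamin A-EGFP minigene reporter cells. Compound incubation 48 hrs at 37 °C in Opti-MEM with 2% FBS; DMSO 0.5% final.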
GAA inh = inhibitors of human lysosomal alpha-glucosidase; Potency, µM (doses to about 76.9 µM), inactives show at the highest dose activity change, negative = inhibition, hits mostly inhibitors; purified human GAA, 4-MU-alpha-glucoside fluorescence; P10253; actives 0.005% (n = 200,000);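 also: potency is read from the fitted curve at half-maximal effect; plate controls were uninhibited enzyme wells for no effect and no-enzyme background for full effect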
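Fluorogenic assay: 4 nM human alpha-glucosidase with 400 uM 4-methylumbelliferyl-alpha-D-pyranoside in 50 mM citrate/phosphate, 0.005% Tween-20, pH 5.0, 20 min at room temperature. Compounds tested up to 77 uM; AC50 from Hill fits.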
An asterisk follows results filed as active; ? = inconclusive; . = no result given; [ ] = another dose, or the depositor's remark. Unless noted, calls follow the shape of the dose curve; as a rule, active = well fitted curve in the direction sought with a large enough effect; inconclusive = small, poorly fitted or top-dose-only effect, or another doubt; inactive = no such curve, though single readings can be large; an effect the other way counts as inactive or inconclusive.

SMILES	aGlu spleen mod	GAA glycogen	CBFb RUNX1 block	HTT cytoprotect	HttQ103 aggreg	LMNA splice mod	GAA inh
O=C(Nc1ccc(CSc2ccccc2)cc1)c1ccccc1	0%	15%	-3%	30%	15%	-3%[46 µM]	-3%
O=C(NC1CCCCC1)c1ccc(S(=O)(=O)N2CCCCC2)cc1	-16%	4%	9%	7%[10 µM]	-16%	-11%	1%
Cc1cc(N2C(=O)C(=O)/C(=C(/O)c3ccc(F)cc3)C2c2ccc(F)cc2)no1 (centres undefined)	-9%	-1%	9%	5%	5%	-3%	2%
COc1ccc(C2CC(C(F)(F)F)n3nc(CO)c(Cl)c3N2)cc1OC (centres undefined)	-1%	-19%	9%	-13%	4%	18%	-7%
Cc1nn(Cc2ccc(C(=O)n3cccn3)o2)c(C)c1Br	-5%	-13%	-1%	0%[10 µM]	2%	-2%	1%
O=C1C=CC2(OCCCO2)C(Br)=C1CO	-3%	.	10%	-76%[inhibitor]	.	.	.
CCN(CCCNC(=O)CCCCn1c(=O)[nH]c2ccccc2c1=O)c1ccccc1	-5%	-10%	-6%	18%	21%	2%	?
COc1cccc(CNn2cnnc2)c1O	8%	?	-5%	9%[10 µM]	5%[9.22 µM]	.	-10%
CCN1CCN(CC(=O)Nc2c(C(=O)OC)[nH]c3cccc(Cl)c23)CC1	-9%	0%	-3%	-15%[0.074 µM]	10%	?	0%
CCCC(C)C(=O)Nc1nc(C)c(-c2csc(Nc3cc(Cl)ccc3C)n2)s1 (centres undefined)	-2%	-14%	-30%	-34%	-31%	?	-8%
Cc1cccc(C)c1NC(=O)COC(=O)c1nonc1N	-5%	-1%	8%	20%[10 µM]	-1%	-12%	1%
COc1ccccc1CN1CCNC(=O)C1CC(=O)NCCOc1cccnc1 (centres undefined)	-4%	16%	-1%	23%[10 µM]	-5%[9.22 µM]	13%[46 µM]	-9%
CCN(C(=O)COC(=O)/C=C/c1c(C)nn(Cc2ccc(C)cc2)c1C)C1CCS(=O)(=O)C1 (centres undefined)	8%	6%	-4%	-26%	-10%	-16%[46 µM]	-5%
O=C(CSc1cnc2ccccc2n1)NC1CCCC1	-11%	3%	-1%	6%	?	1%	-8%
CCOC(=O)c1ccc(COC(=O)CNS(=O)(=O)c2ccccc2)cc1	-2%	6%	5%	5%[10 µM]	-3%[9.22 µM]	.	.
CC(=O)COc1ncnc2c(Cl)cc(Cl)cc12	-5%	8%	-5%	-15%	11%	-16%[46 µM]	2%
O=C1Nc2ccccc2C12OCCO2	-2%	6%	0%	3%	3%	6%	-4%
Cc1ccc(NC(=O)CCC(=O)NNC(=O)COc2cccc3ccccc23)c(C)c1	-5%	0%	0%	10%	19%	8%	4%
CCCc1cc(=O)oc2c(CN3CCN(C)CC3)c(O)c(Cl)cc12	?	-5%	5%	-4%	-1%	-5%	?
CCCOc1cccc(-c2nc3ccccc3c(=O)o2)c1	-5%	13%	4%	-15%[10 µM]	7%[9.22 µM]	?	?
CC1CC(C)CN(C(=O)Cn2c(SCC(=O)N3CCc4ccccc4C3)nc3ccccc32)C1 (centres undefined)	-2%	7%	-3%	11%[10 µM]	11%	-11%	-1%
CCOC(=O)C1=C(O)/C(=C\c2cccc(OC)c2)N=C1C	0%	3%	-1%	30%	21%	8%	-2%
CC(=O)CSc1nnc(CSc2ncccn2)n1C1CCCCC1	-22%	-2%	8%	-1%	3%	5%	-3%
Cc1ccc(S(=O)(=O)NNc2nnc(C)c(=O)[nH]2)cc1	-3%	?	1%	-17%	23%	17%[46 µM]	5%

Just LMNA splice mod, for 7 of the compounds above:
mol | LMNA splice mod
CCCc1cc(=O)oc2c(CN3CCN(C)CC3)c(O)c(Cl)cc12 | -5%
CCCOc1cccc(-c2nc3ccccc3c(=O)o2)c1 | ?
CC1CC(C)CN(C(=O)Cn2c(SCC(=O)N3CCc4ccccc4C3)nc3ccccc32)C1 (centres undefined) | -11%
O=C(CSc1cnc2ccccc2n1)NC1CCCC1 | 1%
CC(=O)CSc1nnc(CSc2ncccn2)n1C1CCCCC1 | 5%
Cc1ccc(NC(=O)CCC(=O)NNC(=O)COc2cccc3ccccc23)c(C)c1 | 8%
CCN(C(=O)COC(=O)/C=C/c1c(C)nn(Cc2ccc(C)cc2)c1C)C1CCS(=O)(=O)C1 (centres undefined) | -16%[46 µM]

Random excerpt: four entries already listed, in no set order.
SMILES	aGlu spleen mod	GAA glycogen	CBFb RUNX1 block	HTT cytoprotect	HttQ103 aggreg	LMNA splice mod	GAA inh
Cc1cc(N2C(=O)C(=O)/C(=C(/O)c3ccc(F)cc3)C2c2ccc(F)cc2)no1 (centres undefined)	-9%	-1%	9%	5%	5%	-3%	2%
Cc1ccc(S(=O)(=O)NNc2nnc(C)c(=O)[nH]2)cc1	-3%	?	1%	-17%	23%	17%[46 µM]	5%
O=C1C=CC2(OCCCO2)C(Br)=C1CO	-3%	.	10%	-76%[inhibitor]	.	.	.
CCOC(=O)C1=C(O)/C(=C\c2cccc(OC)c2)N=C1C	0%	3%	-1%	30%	21%	8%	-2%

Next section:
SMILES	aGlu spleen mod	GAA glycogen	CBFb RUNX1 block	HTT cytoprotect	HttQ103 aggreg	LMNA splice mod	GAA inh
CCCn1c(SCc2ccccn2)nc2c1c(=O)n(C)c(=O)n2C	-11%	4%	4%	-11%[10 µM]	13%	12%	?
N#CC1=C(N)Oc2c(ccc3cccnc23)C1c1ccccc1 (centres undefined)	8%	-22%	-22%	-44%[10 µM]	-2%[9.22 µM]	.	.
CC(=O)OCC1CCCC2=C(C)C(=O)CCC21COC(C)=O (centres undefined)	-8%	13%	1%	.	4%	1%	5%
CN(C)C(=O)c1ccc(-c2nc(N(C)C)c3ccccc3n2)cc1	2%	.	.	-23%	.	-3%	.
CN=C(Nc1cc(C)nn1CCC#N)c1ccc(F)cc1	2%	12%	-7%	7%	-11%	0%	-2%
NS(=O)(=O)c1cccc(NC(=O)COC(=O)/C(=C/c2cccs2)c2cccs2)c1	2%	-8%	-6%	-13%[10 µM]	-3%	?	-5%
CC(C)(C)NC(=O)C(c1ccc(I)cc1)N(CCN1CCOCC1)C(=O)CCCNC(=O)c1ccccc1 (centres undefined)	1%	.	5%	-39%[inhibitor]	.	.	.
NC(=O)C1CCN(C(=S)c2ccc(-c3ccc(Br)cc3)o2)CC1	-4%	8%	-4%	-59%[inhibitor]	-7%	.	-2%
COc1ccc(Nc2nc3ccccc3nc2NS(=O)(=O)c2ccc(NC(C)=O)cc2)cc1	8%	-4%	-15%	5%[10 µM]	1%[9.22 µM]	.	.
CC(C)C(=O)NCCc1nc2ccccc2n1CCOc1ccccc1	-5%	9%	-2%	6%[10 µM]	-7%	5%	3%
Cc1cc(C)c(S(=O)(=O)Nc2cc(SCC(=O)O)c(O)c3ccccc23)cc1C	9%	5%	-10%	-18%[10 µM]	-6%	?	5%
CCN=C1SC(CC(=O)NCC)C(=O)N1CC (centres undefined)	-2%	5%	2%	5%	16%	0%	-4%
CCn1cc(/C=C(\NC(=O)c2ccc(OC)c(OC)c2)C(=O)NCCCO)c2ccccc21	7%	-7%	-10%	-15%	16%	.	3%
O=C(CC1CCCCC1)Nc1nc2ccccc2s1	1%	-14%	8%	-9%[10 µM]	-6%[9.22 µM]	25%[46 µM]	?
CN(C(=O)COC(=O)c1ccccc1Nc1ccccc1)C1CCS(=O)(=O)C1 (centres undefined)	-9%	-4%	10%	-8%	9%	?	-9%
C/C=C/c1cc(CN2CCN(c3ccccc3)CC2)c(O)c(OC)c1	1%	?	-17%	-51%[inhibitor]	1%	?	6%
Cc1ccc(N(C=NC#N)CC(=O)N2CCN(c3ccccc3)CC2)cc1	-8%	-6%	-1%	-7%[0.074 µM]	-8%	-8%	4%
COc1ccc(C2C(C(C)=O)=C(C)Nc3ncnn32)cc1OC (centres undefined)	-3%	1%	5%	0%	-7%	11%	-8%
COc1cccc(N2CC(=O)N(NC(=O)c3sc4nc(C)cc(C)c4c3N)CC2=O)c1	-4%	-2%	5%	2%[10 µM]	-6%[9.22 µM]	-3%[46 µM]	0%
Cc1c(C#N)c2ccccc2n1CC(=O)NC(C)c1ccccc1 (centres undefined)	0%	0%	9%	7%	-21%	-1%	-4%
COc1cc(COCC(O)CN2CCN(Cc3ccc4c(c3)OCO4)CC2)cc(OC)c1OC (centres undefined)	2%	8%	11%	-2%	-5%	-14%[46 µM]	2%
Cc1cc(C)nc(SCc2cn3c(C)cccc3n2)n1	-5%	0%	8%	1%[10 µM]	11%[9.22 µM]	.	.
CC1(C)CCCC2=C1CC1C(=O)N(N)C(=O)C1C2 (centres undefined)	-6%	4%	1%	-4%[10 µM]	-9%[9.22 µM]	.	2%[15.4 µM]
COc1cc(CNCCO)cc(Cl)c1OCc1ccc(Cl)cc1Cl	15%	-5%	0%	-2%[10 µM]	-5%	.	6%
CCOc1cc(S(=O)(=O)NCc2ccc3c(c2)OCO3)ccc1F	-22%	1%	2%	-7%	-23%	?	0%
